ROC1-CUL1 inh: blocks human RBX1-Cullin-1 di-ubiquitin formation. P62877+Q13616. in vitro K48 di-Ub FRET, acceptor:donor ratio, 45 min. inhibition, % at 10 µM. actives 0.6% (n = 140,000); in the data active = inhibition above about 25%
Target sequence (P62877 whole entry, looked up): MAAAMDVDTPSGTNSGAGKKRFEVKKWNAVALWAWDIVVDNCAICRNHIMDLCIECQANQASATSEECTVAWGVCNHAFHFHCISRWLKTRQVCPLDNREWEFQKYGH
Target sequence (Q13616 whole entry, looked up): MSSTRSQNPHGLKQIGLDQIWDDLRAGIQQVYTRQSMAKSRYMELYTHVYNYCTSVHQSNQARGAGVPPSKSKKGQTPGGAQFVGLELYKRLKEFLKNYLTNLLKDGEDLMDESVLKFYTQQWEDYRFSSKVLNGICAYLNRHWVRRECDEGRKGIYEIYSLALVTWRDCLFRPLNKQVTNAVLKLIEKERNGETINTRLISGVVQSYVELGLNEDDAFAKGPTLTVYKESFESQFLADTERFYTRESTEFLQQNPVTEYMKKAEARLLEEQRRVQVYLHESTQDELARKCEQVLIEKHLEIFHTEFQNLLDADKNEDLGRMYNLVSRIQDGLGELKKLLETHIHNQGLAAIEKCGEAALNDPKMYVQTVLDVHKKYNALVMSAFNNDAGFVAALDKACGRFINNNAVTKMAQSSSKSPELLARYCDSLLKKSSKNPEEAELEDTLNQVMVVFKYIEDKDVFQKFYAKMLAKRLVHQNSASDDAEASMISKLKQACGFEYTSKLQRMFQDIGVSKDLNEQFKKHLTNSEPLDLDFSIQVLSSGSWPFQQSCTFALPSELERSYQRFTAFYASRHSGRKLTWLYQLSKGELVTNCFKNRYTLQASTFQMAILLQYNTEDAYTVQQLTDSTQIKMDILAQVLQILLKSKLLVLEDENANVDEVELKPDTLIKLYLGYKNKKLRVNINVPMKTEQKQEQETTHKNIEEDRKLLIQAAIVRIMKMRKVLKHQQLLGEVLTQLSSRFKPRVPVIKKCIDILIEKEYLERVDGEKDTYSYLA
Starred values were filed as active, the others as inactive. Some of the compounds tested, so the mix of outcomes need not match the whole.

ROC1-CUL1 inh,SMILES
4.1,CN1CCC(OC(=O)c2ccc(C(C)(C)C)cc2)CC1
-0.8,COc1ccccc1-c1cc(=O)c2cc(Br)cc(Br)c(=O)c2o1
-1.8,CCc1csc(CNC(=O)c2ccc(N3CCC(CO)CC3)nc2)n1
-6.6,CC(=O)Nc1cnn(-c2ccc(C(=O)N3CCC(Sc4ccc(F)cc4)CC3)cc2)c1
3.9,Cc1nc2sc(C)cc2c(=O)[nH]1
4.5,CCOC(=O)C(O)(c1ccc(N=Cc2ccccc2)c(C)c1)C(F)(F)F (stereo unspecified)
4.0,COC(=O)CCC(=O)N1CCCC(CCc2ccccc2C(F)(F)F)C1 (stereo unspecified)
15.0,OC(Cc1ccccc1)c1ccc2c(c1)CN(Cc1ccc3ccccc3n1)CCO2 (stereo unspecified)
0.8,O=C(NC1(C(F)(F)F)NC(=O)N(c2ccc(OC(F)(F)F)cc2)C1=O)c1cccc(Cl)c1 (stereo unspecified)
-8.9,Cc1cc(Br)ccc1OC(=O)c1cccc([N+](=O)[O-])c1
-1.9,CCc1ccc(C2CC(=O)c3c([nH]c(C(=O)OC4CCCCCC4)c3C)C2)cc1 (stereo unspecified)
8.5,CCc1noc(C)c1C(=O)Nc1scc(-c2ccc(C)c(C)c2)c1C(N)=O
-3.4,O=c1c2sccc2n(Cc2cc(=O)n3ccccc3n2)c(=O)n1-c1cccc(C(F)(F)F)c1
-2.7,O=C(O)c1[nH]ncc1I
1.6,COCC(C)NC(=O)c1cn(Cc2ccccc2Cl)nn1 (stereo unspecified)
11.8,O=C(O)/C=C/C(=O)NCCC(c1ccccc1)c1ccccc1
7.2,COc1ccccc1-c1c(C)nn2c(C(F)(F)F)cc(-c3ccncc3)nc12
5.1,CCn1c2ccccc2c2cc(NC(=O)CC(c3ccccc3)c3ccccc3)ccc21
-0.3,CC1=CC=CN2C(C)=NC(C(F)(F)F)(C(F)(F)F)N=C12
9.8,CCOC(=O)c1ccc(NC(=O)Cn2cc(C(=O)c3ccc(Cl)cc3)c(=O)c3ccc(C)nc32)cc1

(listing goes on)
ROC1-CUL1 inh,SMILES
2.8,COc1cccc(-c2n[nH]c3c2C(c2ccccn2)N(C)C3=O)c1 (stereo unspecified)
6.0,O=C(CSc1nnc(-c2cccs2)n1-c1ccccc1)NCc1ccco1
-8.0,Cc1ccc(NC(=O)CCC(=O)N2Cc3ccccc3Oc3ncccc32)c(C)c1
1.0,Cc1ccccc1-c1nc(SCC(=O)NCc2ccco2)c2c(=O)n(C)c(=O)n(C)c2n1
10.0,CCOc1cc(C)c(S(=O)(=O)n2ccnc2C)cc1C
-1.1,CN(C)c1ccc(C(CNC(=O)Cc2ccc(Cl)cc2)N2CCOCC2)cc1 (stereo unspecified)
1.1,Cc1nc2ccccc2n1CC(O)Cn1c(C(F)(F)F)nc2ccccc21 (stereo unspecified)
-9.5,CCn1c(=NC(=O)c2ccccc2)sc2c1c1ccccc1n2C(C)=O
5.0,CCCCCCCc1nc2ccccc2[nH]1
8.2,Cc1cccc(N(C)C(=O)c2cc(S(=O)(=O)N3CCCCC3)c[nH]2)c1
0.2,CC(=O)NC(=S)Nc1ccc(Cl)c(Cl)c1
6.9,CSc1cccc(NC(=O)C2CCCC2)c1
0.2,CC(Oc1ccc(F)cc1)C(=O)N1CCN(c2ccccc2)CC1 (stereo unspecified)
-0.9,O=C(NCCc1ccccc1)c1nn(-c2ccccc2F)nc1CO
-7.5,Cc1cc(C)cc(-n2ccnc2SCC(=O)Nc2ccc(C)c(Cl)c2)c1
2.6,O=c1c2c3c(sc2nnn1Cc1ccccc1Cl)CCCC3
1.9,CCOC(c1ccccc1)c1ccc2c(c1)CN(C(=O)c1ccc(C#CC(C)(C)O)o1)CCO2 (stereo unspecified)
0.1,CCOc1ccc(Cn2c(CNS(=O)(=O)c3c(C)cc(C)cc3C)nc3cccnc32)cc1
8.5,Cc1ccc(Cl)cc1-n1c(=O)c2sc3ccccc3c2n(Cc2ccccc2)c1=O
4.9,COC(=O)CC1C(=O)n2nc(-c3ccc(C)cc3)nc2N=C1C (stereo unspecified)

(list continues)
ROC1-CUL1 inh,SMILES
-8.1,COc1ccc(CC(=O)N2CC(=O)Nc3ccc(F)cc3C2c2ccccc2)cc1 (stereo unspecified)
-0.6,CCOC(=O)c1nn(-c2ccc(C)cc2)c(N=Nc2ccc3c(c2)OCCO3)c1O
-1.9,Cc1noc(C)c1C(=O)Nc1ccc(F)c(Cl)c1
1.0,O=[N+]([O-])c1ccc(Cl)c(S(=O)(=O)n2cnc3ccccc32)c1
5.9,CCC(Oc1ccccc1)C(=O)Nc1nnc(S(=O)(=O)Nc2ccccc2)s1 (stereo unspecified)
-3.0,NC(=O)c1ccc(C2CCCN2C(=O)CCC(=O)Nc2cccc(F)c2)s1 (stereo unspecified)
-4.8,CN(C)C(=O)CCC(=O)N1CCC(n2nccc2NC(=O)Nc2ccccc2Cl)CC1
9.7,CCN(CC1CCN(C2CCN(C)CC2)CC1)C(=O)c1occc1C
-3.1,O=S(=O)(c1ccc(Nc2nc(-c3ccccc3)c3cc(Cl)ccc3n2)cc1)C(F)F
-4.8,O=C(CSc1ncnc2sc3c(c12)CCCC3)NNC(=O)c1ccc(Br)cc1
8.5,CC(=O)Nc1ccc(S(=O)(=O)Nc2ccc(-c3cn4c(C)csc4n3)cc2)cc1
1.5,COC(=O)c1ccc(NC2SC(=O)N(c3ccccc3)C2=O)cc1 (stereo unspecified)
3.6,COc1cccc(CCNC(=O)C2C(=O)N=C3C=CC=CN3C2=O)c1 (stereo unspecified)
5.8,COC(=O)C(C(=O)O)=C1SC(C)=C(C)S1
4.7,Cc1ccc(OCC(=O)Nc2cc(NC(=O)COc3ccc(C)cc3)cc(C(=O)O)c2)cc1
2.6,CCCn1c(C(O)CC)nc2ccccc21 (stereo unspecified)
0.3,CCc1ccccc1N(CC)C(=O)c1cc2c(s1)-c1ccccc1SC2
5.8,CCCCNC(=O)NCc1ccccn1
3.1,CCNC(=O)CN(c1ccc(C23CC4CC(CC(C4)C2)C3)cc1)S(C)(=O)=O
8.1,CCOc1ccc(NCC(=O)Nc2ccc(Cl)cc2C)cc1

Reformatted with tabs: part of the list above.
molecule	ROC1-CUL1 inh
CCCn1c(C(O)CC)nc2ccccc21 (stereo unspecified)	2.6
CCOc1ccc(NCC(=O)Nc2ccc(Cl)cc2C)cc1	8.1
COC(=O)C(C(=O)O)=C1SC(C)=C(C)S1	5.8
COC(=O)c1ccc(NC2SC(=O)N(c3ccccc3)C2=O)cc1 (stereo unspecified)	1.5

(list continues)
ROC1-CUL1 inh,SMILES
4.4,Cc1ccc(-c2cc(C(=O)NCc3cnn(C)c3)c3cc(Br)ccc3n2)cc1
-8.9,Cc1ccc(NS(=O)(=O)Cc2cccc(C)c2)cc1
6.0,COC(=O)c1ccc(-n2c(C)cc(/C=N/NC(=O)COc3cccc4cccnc34)c2C)cc1
-1.2,O=C(NCc1ccccc1Cl)c1cc2ccccc2o1
-7.4,Cc1nccn1-c1ccc(NC(=O)C2CCCN2Cc2ccncc2)cc1 (stereo unspecified)
-7.7,Brc1cccc(-c2nnc(-c3ccccc3)o2)c1
-3.7,Cc1ccc(NC(=O)c2ccc3c(c2)NC(=O)C(S(=O)(=O)c2ccc(Cl)cc2)C3=O)cc1 (stereo unspecified)
-0.3,CCCOc1cccc(C(=O)NC2CCN(CC)CC2)c1
-5.7,CSCC(=O)NCc1cccnc1N1CCOCC1
3.1,COc1cccc(C(=O)Oc2ccc(C3(c4ccc(OC(=O)c5cccc(OC)c5)cc4)CCCCC3)cc2)c1
-2.8,COc1ccc(CNC(=O)c2cc(Nc3ccccc3C)nc3ccccc23)cc1
5.6,CCN(CC)c1c(-c2c(N(CC)CC)c(=O)c2=O)c(=O)c1=O
-6.4,O=C(CSc1ncc(Oc2ccc(Cl)cc2)c(Oc2ccc(Cl)cc2)n1)c1ccc(Cl)cc1
-9.8,CN1CCC(Oc2ccccc2Sc2ccccc2)CC1
10.3,Cc1nc(Nc2ccc(F)cc2)[nH]c(=O)c1C
2.7,CC(C)(CNC1CCN(c2ccc(C(=O)NCc3ccc4c(c3)OCO4)cc2)CC1)N1CCOCC1
4.9,Cc1nnc2sc(-c3ccc(Cl)cc3Cl)nn12
5.8,O=C(NC(CSCc1ccccc1)C(=O)N/N=C/c1ccc([N+](=O)[O-])cc1)c1ccc([N+](=O)[O-])cc1 (stereo unspecified)
17.2,COc1ccc(C2CC(c3cccc4ccccc34)=NN2C(=O)CN2N=NC3C(=O)N(c4ccc([N+](=O)[O-])cc4)C(=O)C32)cc1 (stereo unspecified)
2.6,Cc1ccc(NC(=O)c2sc3nc(-c4ccc(F)cc4)cn3c2C)c(C)c1

Further results:
ROC1-CUL1 inh,SMILES
-8.2,COc1c(I)cc(Br)cc1C=C1C(=O)NC(=S)NC1=O
15.8,Cn1nnc2c(NCc3c(F)cccc3F)ncnc21
-2.1,CCOc1ccccc1-c1n[nH]c2c1CN(CC1CCOC(C)(C)C1)CC2 (stereo unspecified)
3.3,COc1ccc(CNC(=O)Cn2c(=O)nc(-c3ccccc3F)c3cc(Cl)ccc32)cc1OC
-6.2,O=C(CCC1N=C2c3ccccc3N=C(SCc3ccc(F)cc3)N2C1=O)N1CCN(c2ccccc2)CC1 (stereo unspecified)
-9.0,Cn1cnc(S(=O)(=O)N2CCCC(C(=O)Nc3cccc(C#N)c3)C2)c1 (stereo unspecified)
12.3,C/C(=N/NS(=O)(=O)c1ccc(Br)cc1)c1ccc(NC(=O)c2cccc(F)c2)cc1
1.6,CCn1cc(C(=O)NCCc2ccc(OC)c(OC)c2)c(=O)c2cc(S(=O)(=O)N3CCOCC3)ccc21
2.6,COc1ccc(OC)c(NC(=O)c2c(NCc3ccc(OC)c(OC)c3)sc3c2CCC3)c1
-4.9,Cc1cc(C)c2c(c1)c(C)cc1nnc(SCc3ccccc3C#N)n12
-2.3,CC(C)CNC(=O)CSCc1c(Cl)cccc1Cl
-5.0,CCOc1ccc(CC(=O)NC2CC(=O)N(c3ccc(C)c(C)c3)C2)cc1 (stereo unspecified)
5.0,CC(C)c1cc(C(=O)N2CCc3onc(-c4ccccc4F)c3C2)nc(N)n1
-8.6,CC(=O)Nc1ccc(NC(=O)C2CCCC2)cc1
3.1,CCn1ncc(Br)c1C(=O)Nc1ccn(C23CC4CC(CC(C4)C2)C3)n1
1.2,CCOC(=O)C1=C(C)N(C)C(C)=C(C(=O)OCC)C1c1ccc(Cl)cc1
5.6,CCOc1ccc(S(=O)(=O)N(CC(=O)Nc2ccc(OC)c(Cl)c2)c2ccccc2)cc1
13.9,O=C(COC(=O)c1ccc2c(c1)C(=O)N(c1cc(C(F)(F)F)ccc1Cl)C2=O)c1ccc(Cl)c(Cl)c1
4.6,CCc1nnc(NC(=O)c2nc(S(=O)(=O)Cc3ccc(C)cc3)ncc2Cl)s1
-9.1,C=CCNC(=O)C12CCC(C)(C(=O)O1)C2(C)C (stereo unspecified)

Going on with the list:
ROC1-CUL1 inh,SMILES
-5.7,COc1cccc(CC(C2CCN(C(=O)c3cccc(F)c3F)CC2)N(C)C(=O)c2ccsc2)c1 (stereo unspecified)
3.6,O=C(Cn1cnc2nc3n(c2c1=O)CCC3)NCc1ccccc1
-2.2,CCOc1cc(-c2cc(C(=O)O)c3c(ccc4ccccc43)n2)ccc1OC
-3.1,Cc1[nH]c2ccccc2c1CC(=O)O
0.1,O=C(Cc1ccccc1Cl)N1CCC(C2(c3ccccn3)NC(=O)N(CC3CCCO3)C2=O)CC1 (stereo unspecified)
0.0,CCC(C)c1ccc(NS(=O)(=O)CC)cc1 (stereo unspecified)
-3.8,CCC(NC(=O)Nc1nnc(-c2ccccc2C)s1)c1cnn(C)c1 (stereo unspecified)
-9.5,OCc1cn2cc(I)ccc2n1
6.9,CC(C)NC(=O)CCCN1C(=O)CCn2nc(-c3cccn3C)cc21
-10.1,O=C1C2CCCN2C(=O)N1CCN1CCN(CCO)CC1 (stereo unspecified)
3.8,O=C1Nc2ccc(Br)cc2/C1=C/c1ccc(F)cc1
-1.2,O=C(N/N=C1\CCCc2ccccc21)C(c1ccccc1)c1ccccc1
0.7,Cc1ccc2c(c1)C1CN(C)CCC1N2C(=O)c1ccc(Cn2cc(Br)cn2)o1 (stereo unspecified)
-1.8,C=CCN(C(C)=O)c1ccc([N+](=O)[O-])cc1
-4.0,COc1cc(OC)cc(C(=O)NCC2CCCN(Cc3ccncc3)C2)c1 (stereo unspecified)
-8.8,CN(Cc1ccc2ccccc2n1)C(=O)c1ccc(N2CCOCC2)nc1
3.8,CCOC(=O)c1c(NC(=O)/C=C/C(=O)O)sc2c1CCC(CC)C2 (stereo unspecified)
-3.6,O=C(Oc1ccccc1Cl)C(c1ccccc1)c1ccccc1
-4.7,COc1ccc(CC2=NOC(CNC(=O)c3cc(F)cc(F)c3)C2)cc1 (stereo unspecified)
6.0,CCOC(=O)C1C(=O)CSC1=Nc1ccc(Cl)cc1 (stereo unspecified)

Exported as tab-separated lines: 4 of the compounds above.
mol	ROC1-CUL1 inh
Cc1ccc(-c2cc(C(=O)NCc3cnn(C)c3)c3cc(Br)ccc3n2)cc1	4.4
CCc1noc(C)c1C(=O)Nc1scc(-c2ccc(C)c(C)c2)c1C(N)=O	8.5
O=C(N/N=C1\CCCc2ccccc21)C(c1ccccc1)c1ccccc1	-1.2
CN1CCC(OC(=O)c2ccc(C(C)(C)C)cc2)CC1	4.1

Going on with the list.
ROC1-CUL1 inh,SMILES
-1.1,CS(=O)(=O)N(CC(=O)Nc1ccc(Br)cc1F)Cc1ccccc1
4.9,O=C(O)Cc1ccccc1C(=O)Nc1cccc(Br)c1
-2.6,CC1CCC(C(C)C)C(OC(=O)c2ccc(N3C(=O)C4C5CCC(C5)C4C3=O)cc2)C1 (stereo unspecified)
5.6,Cc1ccc(S(=O)(=O)N2CCCCC2C(=O)N2C(C)CCC3CCCCC32)cc1 (stereo unspecified)
-3.0,COc1ccc(C2c3c(nn(-c4ccccc4)c3-c3ccc(Cl)cc3)C(=O)N2c2ccccc2)cc1 (stereo unspecified)

Some of the entries so far, comma-delimited.
Molecule,ROC1-CUL1 inh
COc1ccc(C2c3c(nn(-c4ccccc4)c3-c3ccc(Cl)cc3)C(=O)N2c2ccccc2)cc1 (stereo unspecified),-3.0
CC1CCC(C(C)C)C(OC(=O)c2ccc(N3C(=O)C4C5CCC(C5)C4C3=O)cc2)C1 (stereo unspecified),-2.6
